# CYP2C19 inhib – inhibitors of human CYP2C19 | P33261 | 96,000 compounds, 21% hits | inhibition, % at 5 µM | CYP2C19 Supersomes, luciferin-H EGE luminescence, 30 min | AID 778;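 active means CYP2C19 inhibition above a set limit at 5 µM in the primary screen, cut at about 50% in these data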;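 further: plate controls were negative control wells for no effect and 2.5 mM tranylcypromine positive control for full effect; values of inactives mirror those of a sister screen read the other way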
# EphB4 antag – blocks human EphB4 binding to ephrin-B2. inhibition, % at 7 µM. EphB4 LBD / TNYL-RAW-Alexa532 peptide, fluorescence polarization. 97,000 compounds, 0.15% hits. P54760;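 active means inhibition above the screen-wide mean inhibition plus 3 SD, cut at about 15% in these data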;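 further: 0% = DMSO wells and 100% = excess unlabeled TNYL-RAW peptide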
# CYP2C9 act – CYP2C9 (human) activation; activation factor at 5 µM; recombinant CYP2C9, luciferin-H conversion, luminescence; hits give high values; factor 1 = untreated enzyme, 0 = blocked; 96,000 compounds, 1.4% hits; AID 1024;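 active means activation factor of 2 or more for CYP2C9 at a 5 µM dose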;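 further: 0 = sulfaphenazole-blocked wells and 1 = vehicle-only wells; values of inactives mirror those of a sister screen read the other way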
# Target sequence (P11712 whole entry, looked up): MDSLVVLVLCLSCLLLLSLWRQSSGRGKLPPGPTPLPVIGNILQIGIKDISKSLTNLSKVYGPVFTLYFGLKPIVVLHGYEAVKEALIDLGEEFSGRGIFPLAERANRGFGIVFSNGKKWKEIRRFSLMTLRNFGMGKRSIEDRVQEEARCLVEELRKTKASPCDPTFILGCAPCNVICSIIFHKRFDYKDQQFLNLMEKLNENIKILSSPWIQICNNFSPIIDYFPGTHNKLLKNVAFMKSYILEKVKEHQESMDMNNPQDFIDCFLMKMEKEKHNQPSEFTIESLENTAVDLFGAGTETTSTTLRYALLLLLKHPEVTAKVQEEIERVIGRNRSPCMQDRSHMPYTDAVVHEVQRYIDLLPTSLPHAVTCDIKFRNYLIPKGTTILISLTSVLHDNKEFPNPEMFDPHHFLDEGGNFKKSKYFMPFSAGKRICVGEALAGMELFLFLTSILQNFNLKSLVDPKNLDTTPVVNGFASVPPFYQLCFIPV
# PLK1 PBD inh – blocks phosphopeptide binding to human Plk1 polo box domain; P53350; Plk1 PBD phosphopeptide binding, fluorescence polarization; inhibition, %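 (tested at about 20 µM)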; 97,000 compounds, 0.13% hits; in the data active means inhibition above about 34%, passing the limit was not always enough
# PLK1 kinase inh – blocks human PLK1 kinase activity. recombinant PLK1 kinase, TR-FRET peptide phosphorylation. inhibition, % at 10 µM. 97,000 compounds, 0.53% hits;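 active means inhibition of 50% or more in the single-concentration screen; inactive means inhibition below 50%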;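 further: 0% = DMSO max control and 100% = H-89 dihydrochloride min control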
# Rev-RRE block – inhibitors of HIV-1 Rev-RRE RNA interaction. inhibition, % at 8 µM. AID 704. 97,000 compounds, 0.79% hits. Rev peptide-RRE RNA binding, FRET. P05866;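 active means inhibition above the screen-wide mean plus 3 SD, cut at about 35% in these data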;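 further: 0% = median DMSO wells and 100% = median Neomycin B control wells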
# Target sequence (P05866 whole entry, looked up): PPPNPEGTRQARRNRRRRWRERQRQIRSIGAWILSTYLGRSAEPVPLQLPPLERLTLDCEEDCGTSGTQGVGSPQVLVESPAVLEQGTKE
#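 Assay system: labelled RRE RNA duplex and labelled Rev peptide / Medium: HEPES pH 7.5 salt buffer with EDTA / Reagent: labelled Rev peptide / Schedule: 5 + 15 min at 25 °C / Signal: FRET, excitation 480 nm, emission 540 nm donor and 671 nm acceptor / Benchmarks: DMSO and neomycin B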
# CYP2C19 activ – cytochrome P450 2C19 (human) activation. P33261. recombinant CYP2C19, luciferin-H EGE luminescence; hits give high values; 0 = fully inhibited enzyme, 1 = untreated enzyme. activation factor at 5 µM. 96,000 tested, under 10 active. AID 1025;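 active means activation factor of at least 2 at 5 µM in the primary screen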;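 further: 0 = wells with 2.5 mM tranylcypromine and 1 = vehicle-only wells; values of inactives mirror those of a sister screen read the other way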
# PLAP act – human PLAP activation; AID 696; P05187; 96,000 compounds, 1.2% hits; purified PLAP enzyme, luminescent substrate read-out; hits give high values; activation fold at 20 µM; in the data active means activation fold above about 2
# Target sequence (P05187 whole entry, looked up): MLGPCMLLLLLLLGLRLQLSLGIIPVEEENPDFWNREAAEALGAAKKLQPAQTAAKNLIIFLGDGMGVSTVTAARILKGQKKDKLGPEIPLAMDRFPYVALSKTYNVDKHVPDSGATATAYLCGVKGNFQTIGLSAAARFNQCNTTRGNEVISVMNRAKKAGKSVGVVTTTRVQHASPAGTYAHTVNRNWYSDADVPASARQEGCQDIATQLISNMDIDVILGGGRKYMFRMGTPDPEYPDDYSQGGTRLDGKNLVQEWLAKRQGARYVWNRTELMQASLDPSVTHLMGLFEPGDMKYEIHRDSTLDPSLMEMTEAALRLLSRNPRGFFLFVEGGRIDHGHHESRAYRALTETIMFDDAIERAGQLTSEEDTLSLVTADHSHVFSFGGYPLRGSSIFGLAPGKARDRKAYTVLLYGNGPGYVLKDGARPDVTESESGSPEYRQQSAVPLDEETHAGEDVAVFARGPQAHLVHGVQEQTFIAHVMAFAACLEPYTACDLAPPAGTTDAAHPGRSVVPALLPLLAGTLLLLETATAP
# CYP2C9 inhib – blocks human cytochrome P450 2C9; P11712; 96,000 compounds, 20% hits; inhibition, % at 5 µM; AID 777; CYP2C9 Supersomes, luciferin-H conversion, luminescence;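 active means blocking of liver enzyme CYP2C9 beyond about 50% at 5 µM, limit read from the data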; further: values of inactives mirror those of a sister screen read the other way
# Starred values were filed as active, the others as inactive; . = no result given.
SMILES,CYP2C19 inhib,EphB4 antag,CYP2C9 act,PLK1 PBD inh,PLK1 kinase inh,Rev-RRE block,CYP2C19 activ,PLAP act,CYP2C9 inhib
O=C(c1cc(-c2ccncc2)nc2ccccc12)N1CCN(c2ccccn2)CC1,39,-4,0.1,-14,-7,7,0.6,1.2,85*
Cc1ccc(-c2cc(=O)[nH][nH]2)c(C)c1,-10,.,1.2,.,.,.,1.1,1,-16
O=C(NC(c1ccccc1)c1ccccc1)c1ccc(S(=O)(=O)C(F)F)cc1,-8,3,0.8,14,-5,8,1.1,0.9,20
CCS(=O)(=O)n1nc(NCc2cccc(OC)c2)nc1NCc1cccc(OC)c1,35,4,0.7,5,-2,10,0.7,0.9,25
CCOc1cc(C(=O)O)cc(Cl)c1OCC#N,-3,7,1.1,5,-8,9,1,1.1,-9
Cc1ccc2cc(C#N)c(NCCNC(=O)C3CC3)nc2c1C,49,-2,0.4,-8,-13,6,0.5,1,64*
N#Cc1c(C(F)(F)F)cc(-c2ccccc2)[nH]c1=O,-10,0,0.4,-16,-10,5,1.1,1.2,58*
CC1(C)CC(=O)c2c(O)cc(OCc3ccc(Br)cc3)cc2O1,61*,3,0.2,-4,-9,20,0.4,1.3,85*
O=C(CCc1ccccc1)NC(NC(=S)Nc1cccc(Cl)c1)C(Cl)(Cl)Cl (stereo unspecified),.,-5,.,-6,-8,5,.,.,.
COc1ccc(S(=O)(=O)NNC(=O)C2Cc3c(ccc4ccccc34)O2)cc1 (stereo unspecified),19,-4,0.5,21,-11,13,0.8,1.1,47
Cn1nnc2sc3c(c2c1=O)CCCC3,14,-1,0.9,12,-7,1,0.9,1.1,7
COc1ccc(NC(=O)Cc2ccccc2)cc1,.,-2,.,-10,-10,5,.,.,.
O=P(CCC(F)(F)F)(CCC(F)(F)F)CCC(F)(F)F,-9,3,1.1,-7,-4,6,1.1,1,-10
CC1(C)CC(=O)C2=C(C1)OC(N)=C(C#N)C21CCN(C(=O)OCc2ccccc2)CC1,22,0,0.9,-32,-14,8,0.8,1.6,12
COc1cccc(-c2nc(CS(=O)(=O)CC(=O)Nc3c(C)cccc3C)c(C)o2)c1,-7,.,0.8,.,.,.,1.1,0.8,16
CC1CCCCN1C(=O)CSc1nc2ccsc2c(=O)n1Cc1ccccn1 (stereo unspecified),18,-7,1,-14,-20,0,0.8,1.1,3
CCOC(=O)N1CCN(Cc2nc(N)nc(Nc3ccc(OCC)cc3)n2)CC1,8,-4,0.9,19,-13,2,0.9,1.2,11
C=CCn1c(O)c(N=NC(=O)c2ccc3c(c2)OCO3)c2ccccc21,2,4,1,-4,-12,5,1,0.9,-4
CN(C)C(=O)N1CCC(C(=O)NCc2ccc(F)cc2)CC1,5,2,1,-21,-1,5,1,1,-3
CCCOc1ccc(C2C(C(=O)c3ccc(C)o3)=C(O)C(=O)N2CCCn2ccnc2)cc1 (stereo unspecified),.,-3,.,-2,3,1,.,.,.
O=C(Nc1ccccc1)c1ccc2nsnc2c1,18,-3,0.9,7,1,4,0.8,0.9,8
N/C(=N\OC(=O)Cc1ccc(-c2ccccc2)cc1)c1cccnc1,22,3,0.9,13,-7,8,0.8,0.9,12
COc1cccc(CNC(=O)C2CCCN(c3nc4ccccc4o3)C2)c1 (stereo unspecified),28,-9,0.7,6,-4,4,0.7,1.1,27
Cc1ccc(N2C(N)=C(C#N)C(c3ccsc3)C3=C2CC(C)(C)CC3=O)cc1 (stereo unspecified),43,8,0.2,-13,-6,4,0.6,1,83*
Cc1ccc(-c2cn3cccnc3n2)cc1NC(=O)c1c(-c2ccccc2Cl)noc1C,54*,-10,0.5,-12,-15,7,0.5,1.1,45
CC(C)c1[nH]c(=O)c(C#N)c2c1COC(C)(C)C2,17,-8,1.1,-9,-8,-2,0.8,1,-6
CCn1cc(C(=O)NCC2CCCO2)c(=O)c2cc(S(=O)(=O)N(C)C3CCCCC3)ccc21 (stereo unspecified),22,-3,0.4,6,-9,4,0.8,1.4,61*
COc1ccccc1N1CCN(C(=O)COc2ccc(Cl)cc2)CC1,80*,.,0.5,.,.,.,0.2,1.5,52*
Cc1cccc(N2C(=O)C(Cl)=C(Nc3c(C)n(C)n(-c4ccccc4)c3=O)C2=O)c1C,9,3,0.8,-10,-3,1,0.9,1.9,23
CCCCOC(=O)C(C#N)c1nc2ccccc2nc1N1CCOCC1 (stereo unspecified),52*,7,0.7,-28,3,11,0.5,1.3,35
CC(C)(C)OC(=O)c1c(N)n(CCCN2CCCC2=O)c2nc3ccccc3nc12,-4,0,1,-1,-10,7,1,1.6,-2
COc1cccc(-n2c(CNc3ccc(F)cc3)nnc2SCC(N)=O)c1,36,2,0.9,16,-14,8,0.6,1.3,14
O=C(CSc1nc(-c2ccccc2)cs1)NCc1ccco1,34,3,0.9,-11,-13,0,0.7,0.9,13
O=C(Nc1ccccc1)NC1CCN(Cc2nnnn2C2CCCCC2)CC1,3,0,0.9,12,-12,-2,1,1.5,10
Cn1c(=O)c2sccc2n2c(CCCC(=O)NCc3ccc4c(c3)OCO4)nnc12,77*,0,0.9,-2,-3,4,0.2,1.1,6
COc1ccc(-c2nc(C(N)=O)c3[nH]c(=O)n(-c4cccc(Cl)c4)c3n2)cc1OC,-5,3,0.8,-3,-13,7,1.1,1.7,18

# Three of these compounds in another layout:
# Every second line gives: CYP2C19 inhib, EphB4 antag, CYP2C9 act, PLK1 PBD inh, PLK1 kinase inh, Rev-RRE block, CYP2C19 activ, PLAP act, CYP2C9 inhib
> COc1ccccc1N1CCN(C(=O)COc2ccc(Cl)cc2)CC1
 : 80*, ., 0.5, ., ., ., 0.2, 1.5, 52*
> Cc1cccc(N2C(=O)C(Cl)=C(Nc3c(C)n(C)n(-c4ccccc4)c3=O)C2=O)c1C
 : 9, 3, 0.8, -10, -3, 1, 0.9, 1.9, 23
> CCCCOC(=O)C(C#N)c1nc2ccccc2nc1N1CCOCC1 (stereo unspecified)
 : 52*, 7, 0.7, -28, 3, 11, 0.5, 1.3, 35

# Further records
SMILES,CYP2C19 inhib,EphB4 antag,CYP2C9 act,PLK1 PBD inh,PLK1 kinase inh,Rev-RRE block,CYP2C19 activ,PLAP act,CYP2C9 inhib
O=C(O)c1ccc(CSc2nnc(-c3ccco3)o2)cc1,-6,-4,0.6,-2,2,6,1.1,1.3,38
O=c1c2ccccc2nc(SCc2cn3ccsc3n2)n1-c1ccc(F)cc1,84*,-3,0,10,-9,7,0.2,1.3,97*
COC(=O)C1=C(C)N(Cc2ccc(OC)c(OC)c2)C(=O)C1,20,-4,1,-1,-7,0,0.8,1.1,-3
Cc1ccc(N(CC(=O)NC2CCCC2)C(=O)c2c(C)noc2C)cc1C,18,-4,0.7,-25,-5,-2,0.8,1.2,29
O=c1cc(N2CCc3ccccc3C2)[nH]c(=O)n1-c1ccc(Br)cc1,6,1,0.9,5,-11,10,0.9,1.1,9
O=C1c2ccccc2C(Nc2ccc3c(c2)OCCO3)N1c1ccc(Cl)cn1 (stereo unspecified),38,-6,0.8,-11,-13,0,0.6,1,18
CC(=O)c1ccc(CCCCCCCCCC(=O)O)s1,-10,-1,0.9,33,-20,-2,1.1,1.3,8
CCn1c2ccc(CC(=O)O)cc2c2cc(CC(=O)O)ccc21,8,.,1,.,.,.,0.9,1.1,2
CCc1sc(C(=O)Nc2ccsc2C(=O)OC)cc1Br,-13,.,1.4,.,.,.,1.1,0.9,-45
Cc1ccc(C)c(NC(=O)C2CC(=O)N(C(C)C)C2)c1 (stereo unspecified),-11,-4,1.1,-6,-8,-1,1.1,1.1,-14
CCOC(=O)N1CCC(NC(=O)Cn2c3ccccc3c3cn[nH]c(=O)c32)CC1,6,.,1,.,.,.,0.9,1,1
O=C(NC1CCN(C(=O)N2c3ccccc3Sc3ccccc32)CC1)c1ccco1,23,.,0.7,.,.,.,0.8,0.9,31

# Part of the list above, reformatted.
# Below each compound – CYP2C19 inhib	EphB4 antag	CYP2C9 act	PLK1 PBD inh	PLK1 kinase inh	Rev-RRE block	CYP2C19 activ	PLAP act	CYP2C9 inhib
> O=c1c2ccccc2nc(SCc2cn3ccsc3n2)n1-c1ccc(F)cc1
  84*	-3	0	10	-9	7	0.2	1.3	97*
> CCOC(=O)N1CCC(NC(=O)Cn2c3ccccc3c3cn[nH]c(=O)c32)CC1
  6	.	1	.	.	.	0.9	1	1
> CC(=O)c1ccc(CCCCCCCCCC(=O)O)s1
  -10	-1	0.9	33	-20	-2	1.1	1.3	8

# Complete entries, quoted from the list. Screens in order: CYP2C19 inhib, EphB4 antag, CYP2C9 act, PLK1 PBD inh, PLK1 kinase inh, Rev-RRE block, CYP2C19 activ, PLAP act, CYP2C9 inhib
# Listed for `O=C(NC1CCN(C(=O)N2c3ccccc3Sc3ccccc32)CC1)c1ccco1` → 23, ., 0.7, ., ., ., 0.8, 0.9, 31
# Listed for `COC(=O)C1=C(C)N(Cc2ccc(OC)c(OC)c2)C(=O)C1` → 20, -4, 1, -1, -7, 0, 0.8, 1.1, -3

# (more compounds)
SMILES,CYP2C19 inhib,EphB4 antag,CYP2C9 act,PLK1 PBD inh,PLK1 kinase inh,Rev-RRE block,CYP2C19 activ,PLAP act,CYP2C9 inhib
Cc1c(NC(=O)Oc2ccccc2)sc(=S)n1C,4,-3,1.1,-6,-2,10,1,0.9,-11
O=C(CN(C(=O)c1cc2c(s1)CCC2)C1CCCC1)NCc1cccs1,66*,-1,0.2,9,-13,1,0.3,1.3,82*
CC1=NN(c2ccccc2)C(=O)/C1=C\c1c(C)[nH]n(-c2ccccc2)c1=O,-5,3,0.5,4,4,4,1,0.9,51*
Cc1cc(C)n(-c2nc3c(c(=O)[nH]c(=O)n3C)n2CC(C)C)n1,3,-3,1.3,9,-2,0,1,1.3,-34
CC(C)CC(OC(=O)c1ccco1)C(=O)NC1CCCCC1 (stereo unspecified),83*,-13,0.1,2,-10,2,0.2,1.2,87*
Cc1c(C(=O)N2CCCC2)sc(NC(=O)c2ccc(Cl)cc2)c1C#N,.,-5,.,-8,-16,-2,.,.,.
C=CCn1c(SCc2ccc(C#N)cc2)nnc1-c1cccc(Cl)c1,97*,4,0.4,7,-8,11,0,0.8,64*
CC(C)(C)C1CCc2c(sc(NC(=O)c3cc(C4CC4)on3)c2C#N)C1 (stereo unspecified),9,1,0.3,-2,-16,10,0.9,1.4,73*
CCOC(=O)Cc1csc(NC(=O)CSc2nnc(C)n2C)n1,-5,-4,1,5,-8,4,1,1.1,0
CCCSc1cc(N2CCCC2)nc(-c2ccccc2)n1,-4,-7,1.6,6,-5,9,1,0.8,-62
O=C(CNS(=O)(=O)c1ccc2ccccc2c1)OCc1nnc(-c2ccccc2)o1,3,4,0.9,15,-9,7,1,1.2,9
COc1ccc(OC)c(-n2c(SC)nnc2-c2c[nH]c3ccccc23)c1,78*,-5,0.3,24,68*,3,0.2,0.8,68*
Cc1cccc[n+]1CC(=O)Nc1ccc([N+](=O)[O-])cc1Cl,-11,2,1.2,-22,-13,7,1.1,1,-23
CCCC1Cc2c(sc3ncnc(N)c23)CO1 (stereo unspecified),16,3,0.9,9,26,7,0.8,0.8,11
NC(=O)C[n+]1cccc2ccccc21,-14,0,1.2,0,-13,37*,1.1,1,-19
Cc1ccccc1Cn1ccc(NC(=O)c2nc3ncccn3n2)n1,7,7,0.5,-4,-7,7,0.9,0.9,46
CCC(C)(C)n1nnnc1C(c1ccc2ncccc2c1)N1CCN(Cc2ccc3c(c2)OCO3)CC1 (stereo unspecified),-4,-10,1,-19,0,-3,1,2.1*,1

# With a hit mark in Rev-RRE block (from the list above):
SMILES,CYP2C19 inhib,EphB4 antag,CYP2C9 act,PLK1 PBD inh,PLK1 kinase inh,Rev-RRE block,CYP2C19 activ,PLAP act,CYP2C9 inhib
NC(=O)C[n+]1cccc2ccccc21,-14,0,1.2,0,-13,37*,1.1,1,-19

# Screens deposited in PubChem BioAssay by several laboratories.
